Screening data (PubChem)
HIV peptide binding – cell-free HIV fusion peptide-binding blockers – biochemical, uHTS, fluorescence dequenching, primary screen (AID 1986); cell-free peptide binding, fluorescence dequenching, 30 min; higher % means a stronger effect; inhibition, % at 20 µM; hits with a dose series show IC50 in µM; 0.3% of 290,000 active; in the data active = inhibition mostly above about 52%, no sharp cut-off; inactive = mostly below about 76%; note: some results filed as inactive read as strong as hits
NOD1 NF-kB reporter – inhibition of NOD1-driven NF-kB reporter – cell-based, luminescence, uHTS, primary screen (AID 1578). NOD1-driven NF-kB luciferase reporter cells, luminescence; higher % means a stronger effect. inhibition, % at 4 µM; hits with a dose series show EC50 in µM. 1% of 290,000 active; in the data active = inhibition mostly above about 36%, no sharp cut-off; inactive = mostly below about 34%;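 note: HEK-293T reporter cells stimulated with the NOD1 agonist gamma-tri-DAP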
GPR55 beta-arrestin – GPR55 agonists via beta-arrestin recruitment, primary screen, imaging, U2OS cells, beta-arrestin-GFP redistribution (AID 1961) | U2OS GPR55 beta-arrestin-GFP redistribution imaging; higher % means a stronger effect | activation, % at 10 µM; hits with a dose series show EC50 in µM | 0.048% of 290,000 active;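 active = activation above 40% with more than 50 cells counted in the well; inconclusive = wells holding fewer than 50 cells, flagged as toxic or sparse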;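 note: U2OS osteosarcoma cells stably expressing GPR55 and beta-arrestin-GFP; plate controls were DMSO negative control for no effect and LPI positive control for full effect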
KOR beta-arrestin-1 – kappa opioid receptor blockers – cell-based, luminescence, uHTS (AID 1778) | KOR beta-arrestin recruitment, luminescence, antagonist mode; higher % means a stronger effect | inhibition, % at 10 µM, or IC50 in µM where a hit was titrated | 0.091% of 290,000 active; in the data active = inhibition above about 50%; note: strong numbers were not always called active
KOR beta-arrestin-2 – KOR agonists, beta-arrestin recruitment, primary screen, cell-based, luminescence, uHTS (AID 1777); one-dose activation, % at 10 µM; EC50 in µM for titrated hits; KOR beta-arrestin recruitment, luminescence; higher % means a stronger effect; 0.02% of 280,000 active; in the data active = activation above about 50%, passing the limit was not always enough; note: a part of the inactive calls stands beside numbers as strong as those of hits
NS5 inhibitors – flavivirus cap methylation enzyme inhibition – biochemical, confirmation dose response, primary screen (AID 588689). Dengue-2 NS5 methyltransferase capping enzyme assay, biochemical; higher % means a stronger effect. inhibition, % at 25 µM; hits with a dose series show IC50 in µM. 0.3% of 340,000 active; in the data active = a potency from the dose series; inconclusive = inhibition above about 29% without an active follow-up result
GPR35 arrestin U2OS – GPR35 antagonists blocking zaprinast-driven arrestin recruitment, primary screen, imaging, U2OS, beta-arrestin-GFP, zaprinast agonist (AID 2058); inhibition, % at 10 µM; hits with a dose series show IC50 in µM; U2OS GPR35 beta-arrestin-GFP translocation imaging, zaprinast antagonism; higher % means a stronger effect; 0.052% of 290,000 active;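 active = inhibition of at least 50% with at least 30 cells and total cytoplasm GFP at most 10,000,000; inconclusive = under 30 cells or total GFP of 10,000,000 plus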
West Nile antiviral – West Nile virus antiviral activity, cell-based, CPE readout (AID 1621); West Nile virus-infected cells, CPE inhibition; higher % means a stronger effect; CPE inhibition, % at 10 µM, or IC50 in µM where a hit was titrated; 0.02% of 290,000 active; in the data active = a potency from the dose series; inconclusive = CPE inhibition mostly from about 3.7% at the one dose, without a potency; inactive = the rest, 99 in 100 with CPE inhibition below about 2.2%; note: strong numbers were not always called active
GPR55 antagonists – inhibition of LPI-stimulated GPR55 beta-arrestin translocation – imaging, U2OS, beta-arrestin-GFP, LPI agonist, primary screen (AID 2013) | U2OS GPR55 beta-arrestin-GFP translocation imaging, LPI antagonism; higher % means a stronger effect | one-dose inhibition, % at 10 µM; IC50 in µM for titrated hits | 0.13% of 290,000 active;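 active = spots per cell inhibited over 60%, with over 100 cells counted and total cytoplasm intensity under 500,000; inconclusive = wells with under 100 cells, flagged as likely toxic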;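 note: U2OS cells stably carrying GPR55 and arrestin-GFP stimulated by 5 µM LPI near EC80; imaged beta-arrestin-GFP aggregate spots per cell after agonist stimulation; plate controls were LPI-stimulated DMSO wells for no effect and DMSO wells without LPI for full effect; some results filed as inactive read as strong as hits; confirmed hits need IC50 under 10 µM and bright autofluorescent wells are also inconclusive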
* = called active by the depositor; ? = inconclusive; / = not tested or not shown; [ ] = another dose, or the depositor's remark. The list is partial; rates above refer to the full screens.

SMILES	HIV peptide binding	NOD1 NF-kB reporter	GPR55 beta-arrestin	KOR beta-arrestin-1	KOR beta-arrestin-2	NS5 inhibitors	GPR35 arrestin U2OS	West Nile antiviral	GPR55 antagonists
CC(c1nnc(Sc2nnnn2-c2ccccc2)n1-c1ccc(F)cc1)N(C)C (centres undefined)	2.5%	-13%	-0.1%	-2%	1.1%	11%	1%	2.7%	23%
COc1cc(/C=C(\C#N)C(=O)NCC2CCCO2)ccc1OCC(=O)O (centres undefined)	0.6%	-18%	-0.1%	5%	-2.9%	/	21%	0.3%	6%
C=C(C)C(=O)Nc1ccc2c(c1)OCCOCCOCCO2	0.2%	6%	0.0%	22%	-3.5%	-1%	6%	1.0%	-17%
Cc1ccc(CNC(=O)CN(C(=O)C2(C)CC(=O)N=C3C=CC=CN32)c2ccccc2)cc1 (centres undefined)	2.1%	-9%	0.7%	-24%	-2.2%	6%	-6%	-0.4%	59%
COCCCNCCCOc1ccc(Cl)cc1C(C)(C)C	-0.9%	-45%	-0.2%	-58%	21%	-1%	-12%	-1.0%	0%
Cc1cccc(NC(=O)CSc2nnc(CN3CCOCC3)n2C)c1C	1.4%	-7%	-0.1%	31%[20 µM]	/	-9%	-8%	0.2%	14%
O=C(Nc1ccccc1)N1CCCC(c2nc(-c3cccs3)no2)C1 (centres undefined)	-1.4%	1%	-0.3%	18%	4.2%	0%	27%	0.1%	-9%
COCC(C)NCc1cccc(OC)c1OC (centres undefined)	1.7%	3%	-0.1%	16%	-1.8%	-1%	1%	0.1%	/
COc1cc(/C=C(\NC(=O)c2ccccc2)C(=O)NCC(=O)O)c([N+](=O)[O-])cc1OC	0.4%	17%	-0.1%	-6%	-3.8%	0%	33%	-0.4%	5%
COCC(=O)N/N=C/c1c(C)[nH]n(-c2ccccc2)c1=O	10%	10%	-0.6%	-42%	7.2%	/	-14%	-0.6%	-4%
Cc1ccccc1S(=O)Cc1ccc(C(=O)NC2CCN(Cc3ccccc3)CC2)o1 (centres undefined)	-1.0%	-15%	0.3%	3%	-2.1%	-1%	-16%	-0.5%	16%
COC(=O)c1ccc(CSC2=NCCS2)cc1	-0.4%	-38%	-0.3%	14%	-2.0%	1%	/	-0.1%	11%
O=C(Nn1cc(C(=O)N2CCN(c3ccccc3F)CC2)c2ccccc2c1=O)c1cnccn1	-0.2%	-6%	0.2%	-36%	5.6%	-8%	14%	/	12%
Cc1nc(NC(=S)NC(=O)COc2ccc(Cl)cc2)ccc1Br	1.4%	-27%	0.1%	-93%	0.1%	3%	-8%	-0.1%	4%
Cc1ccc(Cl)cc1N1CCN(c2cccc[n+]2C)CC1	-1.8%	-3%	0.1%	-6%	12%	4%	2%	0.4%	12%
COC(=O)c1ccc(S(=O)(=O)N2CCCN(Cc3ccccc3)CC2)n1C	1.0%	-6%	0.9%	-9%	1.9%	1%	-12%	-0.5%	-10%
CCOC(=O)C1CCN(C(=O)c2cccc(NC(=O)C(CC)CC)c2)CC1	-1.3%	-18%	-0.1%	30%	-2.5%	3%	18%	-0.2%	5%
Cn1c(=O)c2c(nc(NCCc3ccccc3)n2Cc2ccc(F)cc2)n(C)c1=O	-3.0%	-4%	0.3%	-69%	4.4%	0%	3%	-0.5%	5%
COc1cccc(N2CCN(C(C)C(=O)NC34CC5CC(CC(C5)C3)C4)CC2)c1 (centres undefined)	-1.2%	-32%	0.0%	7%	-2.5%	-9%	13%	-1.1%	8%
CCCc1nnc(SCC(=O)N2CCCCC2)n1CC1CCCO1 (centres undefined)	0.6%	2%	-0.1%	19%	-0.8%	-1%	-4%	-0.2%	4%
O=C1C(=O)N(CCCN2CCOCC2)C(c2ccc(F)cc2)/C1=C(\O)c1ccc2c(c1)OCCO2 (centres undefined)	4.1%	-22%	0.4%	-9%	2.1%	4%	22%	0.3%	6%
N#Cc1c(-c2ccco2)nc(SCC(=O)Nc2cccc(Cl)c2)[nH]c1=O	1.0%	-2%	0.3%	6%	0.7%	6%	-7%	-0.5%	-1%
CCc1cc2c3c(c(=O)oc2cc1OCC(=O)OC)CCCC3	1.2%	-20%	0.8%	-44%[20 µM]	-4.5%	-4%	-2%	-0.5%	-19%
CC(=O)Nc1ccc(NS(=O)(=O)c2c(Cl)cccc2Cl)cc1	-1.3%	6%	0.0%	10%	3.4%	-3%	-7%	-0.1%	8%
CC(=O)ON1C(C)(C)Cc2noc(N)c2C1(C)C	5.2%	-5%	0.4%	4%	0.2%	9%	4%	0.0%	35%
O=[N+]([O-])c1c(C(Cl)Cl)nn(-c2ccccc2)c1N1CCOCC1	-0.2%	-16%	-0.1%	8%	-4.0%	4%	20%	-0.4%	-5%
O=C(Nc1ccccc1N(C(=O)c1ccco1)S(=O)(=O)c1cccs1)c1ccco1	2.4%	16%	0.2%	-6%	-6.9%	-13%	20%	0.4%	10%
CCn1c(=O)n(CC)c2cc(N3CCCC3)c(NC(=O)c3ccccc3OC)cc21	-2.0%	10%	-0.2%	-11%	-2.7%	2%	-3%	0.4%	-21%
COc1ccc(N(CC(=O)N2CCN(c3cccc(C)c3)C(C)C2)S(=O)(=O)c2c(C)n[nH]c2C)cc1 (centres undefined)	0.4%	-14%	0.0%	3%	0.8%	-1%	-8%	/	9%
COc1cccc(C(=O)NCC(=O)N/N=C/c2cccnc2)c1	0.1%	-14%	-0.2%	-24%	-4.3%	1%	6%	0.0%	9%
Cc1cccc(N2CCN(c3ccc4cc(S(=O)(=O)N5CCCCC5)ccc4n3)CC2)c1C	-0.4%	26%	0.1%	24%	5.5%	4%	-1%	0.5%	20%
CC(C)OC(=O)c1c2c(n3ccccc13)C(=O)c1ccccc1C2=O	103%*	-25%	-0.1%	4%	2.9%	?	11%	0.7%	2%
CC(NC(=O)/C(C#N)=C/c1ccc(Cl)c([N+](=O)[O-])c1)c1ccccc1 (centres undefined)	-1.0%	47%	6.9%	5%	3.4%	/	2.5µM*	-1.0%	8.9µM*
CCCC(=O)N=c1sc2cccc(F)c2n1C	3.6%	-25%	0.6%	-28%	-0.3%	2%	-6%	0.1%	1%
COC(=O)c1ccccc1NC(=O)c1cnn2cccnc12	-1.2%	-16%	-0.2%	-6%	-2.6%	0%	4%	0.4%	-17%
Cc1ccc(C2CC(c3cccs3)=NN2C(=O)CSC2=NCCS2)cc1 (centres undefined)	1.1%	-29%	0.7%	-2%	7.0%	13%	14%	1.2%	19%
Fc1ccc2nc(C3CCN(Cc4nc(CC5CC5)no4)CC3)[nH]c2c1	-1.0%	-10%	-0.2%	-14%[20 µM]	1.6%	-1%	9%	-0.8%	10%
N=c1c(C(=O)NCc2ccco2)cc2c(=O)n3ccccc3nc2n1C1CCCC1	21%	-4%	19%	-14%	-0.8%	7%	-4%	-1.1%	8%
Cc1cccc(NC(=O)c2cnn(-c3ccc(F)cc3)c2C2CCNCC2)c1C	0.4%	-26%	-0.7%	3%	-0.1%	3%	13%	0.9%	14%
CCC(C)NC(=O)[C@@H]1CCCN1C(=O)C1CCN(S(=O)(=O)c2ccc(C)cc2)CC1 (some centres undefined)	1.1%	5%	-0.1%	-26%	5.2%	-1%	0%	0.1%	-4%
CS(=O)(=O)n1nc(-c2ccccc2)nc1NCc1ccco1	0.7%	57%*	-0.2%	22%	0.8%	-5%	3%	1.3%	20%
CCN(CC)S(=O)(=O)c1ccc(NC(=O)COC(=O)c2ccc(NC(=O)CC#N)cc2)cc1	3.9%	15%	-0.1%	-14%	2.1%	3%	11%	-0.7%	-1%
CCOC(=O)CSC1=NN2CCS(=O)(=O)N=C2S1	1.3%	-13%	-0.2%	15%	-2.9%	-16%	-8%	0.1%	12%
CC(OC(=O)C1=Cc2ccccc2OC1)C(=O)NCc1ccco1 (centres undefined)	-0.4%	-33%	-0.2%	-17%	3.6%	2%	-5%	0.3%	-3%
COc1ccc(C(C)=O)cc1COC(=O)CNC(=O)c1ccccc1F	-0.7%	-24%	-0.3%	13%	-2.1%	2%	7%	0.0%	-3%
O=C(CCc1ccccc1)Nc1ccncc1	-0.1%	/	0.0%	9%	4.2%	0%	-5%	-0.5%	-3%
O=C(Nc1ccc2c(c1)OCCO2)C1CCCN1S(=O)(=O)c1ccc(Cl)cc1 (centres undefined)	-3.0%	-4%	0.1%	-11%	0.4%	-7%	3%	-1.2%	0%
CC(C)(C)NC(=O)NC(=O)COC(=O)c1ccco1	1.7%	9%	-0.3%	-48%	12%	-3%	3%	0.3%	-8%

Some of the entries so far, with two lines to a compound.
Every second line gives: HIV peptide binding	NOD1 NF-kB reporter	GPR55 beta-arrestin	KOR beta-arrestin-1	KOR beta-arrestin-2	NS5 inhibitors	GPR35 arrestin U2OS	West Nile antiviral	GPR55 antagonists
CC(OC(=O)C1=Cc2ccccc2OC1)C(=O)NCc1ccco1 (centres undefined)
  -0.4%	-33%	-0.2%	-17%	3.6%	2%	-5%	0.3%	-3%
O=C(CCc1ccccc1)Nc1ccncc1
  -0.1%	/	0.0%	9%	4.2%	0%	-5%	-0.5%	-3%
COc1ccc(C(C)=O)cc1COC(=O)CNC(=O)c1ccccc1F
  -0.7%	-24%	-0.3%	13%	-2.1%	2%	7%	0.0%	-3%
CCOC(=O)CSC1=NN2CCS(=O)(=O)N=C2S1
  1.3%	-13%	-0.2%	15%	-2.9%	-16%	-8%	0.1%	12%

Continuation.
SMILES	HIV peptide binding	NOD1 NF-kB reporter	GPR55 beta-arrestin	KOR beta-arrestin-1	KOR beta-arrestin-2	NS5 inhibitors	GPR35 arrestin U2OS	West Nile antiviral	GPR55 antagonists
O=C(NCCCc1ccccc1)C(=O)c1c[nH]c2ccccc12	-0.7%	-9%	-0.2%	-7%	-1.8%	-4%	7%	-0.1%	4%
Cn1ncc(Cl)c1C(=O)NCc1ccc2c(c1)OCO2	0.8%	-20%	0.0%	-5%	5.5%	-3%	0%	-0.8%	0%
COc1ccc2cc(S(=O)(=O)Nc3ccccn3)ccc2c1	1.3%	-7%	0.7%	-32%	-1.8%	2%	9%	-0.5%	0%
NC(=O)CC(NC(=O)Cc1cccc2ccccc12)c1ccc(NCCN2CCCCC2)c([N+](=O)[O-])c1 (centres undefined)	0.5%	-2%	-0.3%	-7%[20 µM]	3.6%	-10%	5%	0.0%	6%
CCN(c1ccccc1)S(=O)(=O)c1ccc2c(c1)N(C(C)=O)CCO2	-1.2%	-19%	0.2%	-9%	-1.5%	-5%	-5%	0.2%	8%
CCN(CC)c1ccc(-n2c(O)c(C=C3N=c4ccccc4=N3)sc2=S)cc1	0.3%	-30%	-0.3%	-9%	-3.8%	-1%	-21%	-0.9%	8%
CCOc1ccc(Br)cc1S(=O)(=O)Nc1cccc(S(=O)(=O)N(CC)CC)c1	3.8%	-2%	0.5%	-37%	12%	-5%	0%	-0.6%	13%
